M1 ag: activates human CHRM1 receptor. CHO-K1 hM1, Fluo-8 calcium fluorescence, agonist mode; 0% DMSO, 100% acetylcholine EC100. P11229. hit rate 0.33% among 360,000. activation, % at 3 µM;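 active means activation above the run's mean compound activation plus 3 SD, cut at about 16% in these data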;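 further: peak over basal fluorescence ratio within a 140 s kinetic read after compound addition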
TAAR1 agonist: agonists of human TAAR1. activation, % at 3 µM. hit rate 0.99% among 360,000. CHO RD-HGA16 TAAR1, Fluo-8 calcium fluorescence; vehicle wells 0%, saturating PEA agonist 100%;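 active means activation above the mean activation of all test compounds in the run plus 3 SD, cut at about 38% in these data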
Target sequence (Q96RJ0 whole entry, looked up): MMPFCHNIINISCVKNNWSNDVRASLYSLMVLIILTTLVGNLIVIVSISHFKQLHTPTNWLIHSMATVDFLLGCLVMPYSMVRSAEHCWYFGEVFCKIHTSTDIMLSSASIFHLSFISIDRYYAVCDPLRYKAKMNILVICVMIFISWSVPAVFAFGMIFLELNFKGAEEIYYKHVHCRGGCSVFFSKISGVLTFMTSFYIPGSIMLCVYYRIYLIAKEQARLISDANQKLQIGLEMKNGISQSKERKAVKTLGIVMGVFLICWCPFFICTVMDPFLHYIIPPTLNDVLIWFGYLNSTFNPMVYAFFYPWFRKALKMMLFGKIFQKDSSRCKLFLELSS
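Test system: RD-HGA16 (CHO) cells co-expressing Gα16 and hTAAR1 | Doses: Single dose, 3 µM | Schedule: 17-24 h seeding, 75 min 37 °C dye, 30 min RT | Evaluation: % activation from peak over basal fluorescence ratio, DMSO-to-PEA scaled | Technique: Kinetic Fluo-8 calcium fluorescence | Benchmarks: Low control DMSO, high control PEA (EC100)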
CHRM4 antagonist: CHRM4 antagonism in calcium assay. P08173. CHO-hM4 cells, ACh EC80, Fluo-8 calcium fluorescence. inhibition, % at 3 µM. hit rate 0.73% among 360,000;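 active means inhibition above its plate's cutoff, the mean inhibition of sample wells plus 3 SD, cut at about 27% in these data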;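 further: 0% = acetylcholine EC80 with DMSO and 100% = DMSO without agonist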
Target sequence (P08173 whole entry, looked up): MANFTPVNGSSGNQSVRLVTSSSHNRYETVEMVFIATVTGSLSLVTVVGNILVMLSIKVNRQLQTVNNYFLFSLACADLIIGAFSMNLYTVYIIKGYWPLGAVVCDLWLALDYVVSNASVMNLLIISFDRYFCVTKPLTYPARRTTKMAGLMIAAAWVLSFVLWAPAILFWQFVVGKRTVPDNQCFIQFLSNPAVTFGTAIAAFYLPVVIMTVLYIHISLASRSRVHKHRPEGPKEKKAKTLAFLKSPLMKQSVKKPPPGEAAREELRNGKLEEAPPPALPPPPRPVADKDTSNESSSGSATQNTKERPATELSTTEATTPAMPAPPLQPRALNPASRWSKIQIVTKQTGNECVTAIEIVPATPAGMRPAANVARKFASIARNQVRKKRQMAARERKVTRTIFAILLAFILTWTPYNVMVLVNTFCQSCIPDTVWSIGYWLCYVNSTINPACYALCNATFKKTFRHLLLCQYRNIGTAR
M5 antag: antagonists of human muscarinic M5 receptor (CHRM5) | inhibition, % at 3 µM | hit rate 0.59% among 360,000 | AID 624040 | CHO-hM5 cells, Fluo-8 calcium fluorescence, ACh EC80;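 active means inhibition above a per-plate cutoff, the mean of that plate's test compounds plus 3 SD, cut at about 27% in these data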;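 further: 0% = acetylcholine EC80 with DMSO and 100% = DMSO without agonist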
M4 ag: agonists of human muscarinic M4 receptor (CHRM4); hit rate 0.14% among 360,000; CHO-K1 hM4/Gqi5, Fluo-8 calcium fluorescence; vehicle 0%, full acetylcholine response 100%; P08173; activation, % at 3 µM;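 active means activation above the run mean over all test wells plus 3 SD, cut at about 32% in these data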;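 further: peak over basal fluorescence ratio per well then scaled between controls; 0% = DMSO wells and 100% = acetylcholine at EC100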
CHRM5 agonist: CHRM5 agonism in calcium assay. P08912. CHO-K1 hM5 cells, Fluo-8 calcium fluorescence; 0% DMSO wells, 100% maximal acetylcholine response. activation, % at 3 µM. hit rate 0.19% among 360,000;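 active means activation above the run's mean over test compounds plus 3 SD, cut at about 23% in these data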;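 further: signal is peak over basal fluorescence ratio across the kinetic read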
CHRM1 PAM: human CHRM1 positive allosteric modulation; activation, % at 3 µM; P11229; hit rate 0.088% among 360,000; CHO-K1 hM1, Fluo-8 calcium fluorescence, ACh EC20; 0% = ACh EC20, 100% = maximal ACh; in the data active means activation above about 19%, passing the limit was not always enough
CHRM1 antagonist: human CHRM1 antagonism; CHO-K1 hM1, Fluo-8 calcium fluorescence, ACh EC80 antagonist; P11229; inhibition, % at 3 µM; hit rate 1.3% among 360,000;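 active means percent inhibition above its own plate's cutoff, namely the mean of that plate's compound wells plus 3 SD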;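 further: peak over basal fluorescence ratio during 140 s after agonist addition; 0% = ACh EC80 plus DMSO and 100% = DMSO alone without agonist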
CHRM5 PAM: positive allosteric modulators of human muscarinic M5 receptor; P08912; CHO-K1 hM5, Fluo-8 calcium, ACh EC20 PAM; 0% = ACh EC20, 100% = ACh EC100; activation, % at 3 µM; hit rate 0.3% among 360,000; AID 624038;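 active means activation above the run cutoff, the mean activation of all test compounds plus 3 SD, cut at about 18% in these data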
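System – CHO-K1 hM5 cells · Compound – 3 µM, single dose · Incubation – compound preincubation 140 s before EC20 acetylcholine addition · Technique – Fluo-8 calcium fluorescence · Measure – Max/basal fluorescence ratio as % of EC20–EC100 ACh window · Benchmarks – low control EC20 acetylcholine (0%), high control EC100 acetylcholine (100%) · Replication – singlicate, one well per test compound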
Numbers without * were called inactive. This is a subset; count on the stated rates, not on these rows.

No.	Structure	M1 ag	TAAR1 agonist	CHRM4 antagonist	M5 antag	M4 ag	CHRM5 agonist	CHRM1 PAM	CHRM1 antagonist	CHRM5 PAM
1	COc1cc([C@H]2OC[C@H]3[C@@H]2CO[C@@H]3c2ccc(O[C@H]3O[C@H](CO)[C@@H](O)[C@H](O)[C@H]3O)c(OC)c2)ccc1O[C@@H]1O[C@H](CO)[C@@H](O)[C@H](O)[C@H]1O	2.2	1.6	-9.7	13.6	0.4	0.3	14.2	-2.9	5.9
2	O=C(CSc1nnc(-c2cccs2)n1-c1ccccc1)Nc1ccccc1	-3.0	-0.8	11.2	0.1	-0.3	-0.7	9.5	-8.8	-3.3
3	Cn1c(NC(=O)c2cccc(Cn3cc(Cl)cn3)c2)nc2ccccc21	-3.0	16.3	-3.0	-2.9	0.4	1.4	-3.4	5.4	-0.4
4	COC(=O)c1sc(-c2ccc(Cl)cc2)cc1N	-3.6	2.4	-3.3	20.7	-1.8	-8.3	3.0	-3.8	-12.4
5	C=CCSc1nc2c(c(=O)n(C)c(=O)n2C)n1CC	-5.8	2.8	-13.2	2.6	2.8	1.8	0.6	-3.4	-1.8
6	Cn1c(N)c(C(=O)CSc2nnc(-c3cccs3)n2C2CC2)c(=O)[nH]c1=O	-5.3	-0.1	2.7	11.9	-0.6	-5.6	-2.8	4.2	-2.8
7	Cc1ccc(NC(=O)CSc2nccc(=O)[nH]2)c(S(=O)(=O)N2CCOCC2)c1	-3.3	15.1	5.7	1.6	-0.2	-2.6	3.5	-2.7	-0.9
8	CC(CCc1ccccc1)NC(=O)C(=O)NCCO (stereo unspecified)	-1.8	8.0	-4.8	-0.2	0.3	1.6	9.7	-6.4	-2.8
9	CN1C(=O)N(C)C(c2ccccc2Cl)C2=C1CC(C)(C)CC2=O (stereo unspecified)	-4.6	2.1	-3.0	3.2	-0.5	-4.3	13.4	-10.9	4.8
10	COc1cccc(C(=O)NNC(=O)CCC(=O)O)c1	0.1	1.6	2.9	7.9	0.6	-1.1	19.3	-9.3	-5.2
11	CCOC(=O)C(NC(=O)CC)(Nc1ccc(S(N)(=O)=O)cc1)C(F)(F)F (stereo unspecified)	-3.0	8.8	8.1	7.5	0.0	2.7	10.4	-11.8	4.6
12	CCc1nnc(NC(=O)CSc2nnc(C(C)NC(=O)c3ccccc3F)n2C)s1 (stereo unspecified)	-4.5	0.1	-0.1	10.2	1.3	-3.2	1.6	0.1	0.7
13	O=C(CN1CCCCC1)Nc1nc(-c2ccc(F)c(F)c2)cs1	-7.2	12.8	-2.8	15.5	19.9	-1.4	1.0	-1.3	-7.7
14	Cc1c(N(C)C(=O)COc2ccc3ccccc3c2)c(=O)n(-c2ccccc2)n1C	-10.0	-0.4	5.0	5.5	-1.1	-3.3	11.8	-8.6	4.3
15	Cc1nc(C(F)(F)F)ccc1C(=O)N1CCCC(C(=O)O)CC1 (stereo unspecified)	-1.2	0.5	-7.9	10.9	-0.1	0.0	4.5	-8.4	-3.2
16	COc1cc(CN2CCNC(=O)C2CC(=O)O)cc(OC)c1 (stereo unspecified)	0.1	5.8	-4.8	-5.8	1.5	1.5	10.8	-1.1	14.2
17	COc1ccc(-c2nnc3ccc(SCc4ccccc4)nn23)cc1	0.6	0.2	-26.5	3.2	0.6	-1.8	11.8	-18.4	-4.5
18	COc1ccccc1-n1c(SCC(=O)N2CCCCC2)nc(O)c(Cc2ccccc2)c1=O	-1.4	6.7	-1.5	9.5	-1.1	-4.4	6.1	-7.2	-1.5
19	COc1ccc(C(C[N+](=O)[O-])c2c(C)cc3ccccn23)c(OC)c1 (stereo unspecified)	-3.5	-3.9	-17.8	-3.4	2.0	-1.3	10.0	-16.2	6.5
20	Cc1cc(C)c(S(=O)(=O)Nc2cccc(/C=C/C(=O)O)c2)c(C)c1	-7.4	8.3	-5.6	-2.8	0.9	1.7	5.1	-14.1	-1.2

Quoted at random: two compounds from above.
No.	Structure	M1 ag	TAAR1 agonist	CHRM4 antagonist	M5 antag	M4 ag	CHRM5 agonist	CHRM1 PAM	CHRM1 antagonist	CHRM5 PAM
6	Cn1c(N)c(C(=O)CSc2nnc(-c3cccs3)n2C2CC2)c(=O)[nH]c1=O	-5.3	-0.1	2.7	11.9	-0.6	-5.6	-2.8	4.2	-2.8
7	Cc1ccc(NC(=O)CSc2nccc(=O)[nH]2)c(S(=O)(=O)N2CCOCC2)c1	-3.3	15.1	5.7	1.6	-0.2	-2.6	3.5	-2.7	-0.9

(more compounds)
No.	Structure	M1 ag	TAAR1 agonist	CHRM4 antagonist	M5 antag	M4 ag	CHRM5 agonist	CHRM1 PAM	CHRM1 antagonist	CHRM5 PAM
21	NC(=O)N/N=C1\c2ccccc2-c2c(C(N)=O)cccc21	-1.2	5.5	7.3	13.4	0.1	-0.9	18.8	-17.6	-0.9
22	COc1cccc(C2Oc3ccccc3C3CC(c4cccs4)=NN32)c1 (stereo unspecified)	-2.2	4.1	6.9	3.3	0.2	2.4	-1.5	13.2	3.0
23	CC(=O)Nc1ccc2c3c(ccc([N+](=O)[O-])c13)CC2	-4.0	2.6	-10.2	3.2	1.2	5.7	10.2	-15.1	-3.0
24	O=C(NC1CCCC1)C(c1ccccc1)N(Cc1cccnc1)C(=O)Cc1cccs1 (stereo unspecified)	-1.0	2.8	-17.5	5.0	7.7	-1.7	4.6	-6.7	-12.0
25	COC(=O)NCC(C)OC(=O)Nc1ccc(Cl)cc1 (stereo unspecified)	-9.4	3.9	10.8	5.1	0.6	-2.8	2.7	2.2	-4.5
26	COC(=O)c1ccc(COc2ccc(/C=N/Nc3cccc(C(=O)O)c3)cc2)cc1	-5.1	-1.3	10.5	-2.2	1.6	-2.2	4.2	-9.6	-1.5
27	O=C(Oc1ccccc1)N1CCN(C(=O)c2ccco2)CC1	1.2	1.0	-7.3	13.8	0.6	-2.4	18.3	-6.9	-5.0
28	C/C(=N\O)C1CC(CC(=O)O)C1(C)C (stereo unspecified)	-3.0	-0.6	-5.7	2.7	1.1	-3.8	-2.2	7.9	-2.3
29	CC1(C)CC(C)(O)P(=O)(c2ccccc2)O1 (stereo unspecified)	-4.9	9.4	-4.0	-2.1	0.0	2.1	-1.4	0.9	-1.4
30	CSC(=O)NC12CC3CC(CC(C)(C3)C1)C2	-4.6	10.3	-0.5	1.9	0.1	2.8	5.4	-1.6	-2.6
31	CCOC(=O)N1CCN(S(=O)(=O)c2ccc(C)c(C)c2C)CC1	-4.6	1.7	3.8	-4.9	1.1	-2.9	1.1	-14.5	-4.7
32	CCN(CC)CCCN(Cc1cc2cc3c(cc2[nH]c1=O)OCO3)C(=S)NCCCOC	-8.5	5.2	15.4	10.8	-0.1	-3.1	3.5	-0.4	2.4
33	Cc1ccc(Nc2ccccc2)cc1	-5.7	1.0	-11.9	2.0	-0.7	-3.8	6.7	-24.5	-2.2
34	CCc1cc2c(SCC(=O)Nc3ccc(NC(C)=O)cc3)ncnc2s1	-3.3	-1.4	0.0	2.9	1.5	1.6	-3.0	2.1	-5.8
35	O=C(COC(=O)c1cnc(Cl)c(Cl)c1)NC1CC1	-2.0	0.3	-2.4	-3.7	1.2	3.6	4.7	-9.4	11.8
36	CC1CCCCC1NC(=O)C1CCC(CNS(=O)(=O)c2ccc(F)cc2)CC1 (stereo unspecified)	-3.6	5.4	2.5	7.8	20.3	1.1	-3.3	4.2	-5.6
37	CSc1ccccc1C(=O)N1CCOCC1	-1.0	6.1	0.7	0.8	0.3	0.9	6.6	-4.8	-1.4
38	CCOC(=O)CCc1c(C(=O)OCC)[nH]c(CC)c1C(=O)OCc1ccccc1	-4.7	6.9	-1.9	10.3	4.9	-4.8	-11.3	22.3	-16.0
39	COc1ccc(CN2CCC(n3nccc3NC(=O)C3CC3)CC2)cc1O	-2.4	0.7	8.7	8.8	1.1	-5.7	1.9	1.9	-1.0
40	Cn1c(=O)cc(SCC(=O)NCC2COc3ccccc3O2)c2ccccc21 (stereo unspecified)	-4.0	12.9	-4.0	-1.7	2.1	0.6	7.9	-14.4	6.0
41	CSCC[C@H](NC(=O)N1C[C@H]2C[C@@H](C1)c1cccc(=O)n1C2)C(=O)Nc1ccc(NC(C)=O)cc1	-3.6	1.1	-5.2	-1.4	1.1	2.4	8.1	-15.2	6.4
42	CC(c1nnc(SCC(=O)N2CCc3ccccc32)n1-c1ccc(Cl)cc1)N(C)C (stereo unspecified)	-4.8	-1.4	3.7	2.9	3.0	0.4	6.2	-15.2	2.7
43	CC(C)C(=O)NCCn1ccc2ccccc21	-0.4	11.9	3.0	-8.9	1.3	-1.4	12.2	-10.4	5.5
44	O=C(Nc1cc(S(=O)(=O)N2CCOCC2)ccc1N1CCOCC1)C1CCCO1 (stereo unspecified)	-0.1	7.1	-5.9	1.7	0.5	2.9	10.3	-12.5	9.8
45	CN(C)c1ccc(C(=S)N2CCCCCC2)cc1	-4.8	1.9	7.8	-5.3	0.0	-1.5	8.6	-3.9	-0.3
46	N#Cc1c(-c2ccc(Cl)cc2)c(-c2ccc(Cl)cc2)nn(CCO)c1=O	-5.2	-1.2	3.9	6.7	-1.7	2.0	-0.4	-7.4	8.1
47	CC(C)CC(=O)Nc1ccc2nn(-c3ccccc3)nc2c1	-0.5	3.5	-3.7	7.7	4.0	-0.2	7.3	-9.4	-8.9
48	Cc1cccc(C)c1N1C(=O)C(Cl)=C(N2CCCC2)C1=O	-7.6	12.7	0.8	-0.7	0.0	2.5	6.9	-10.2	5.6
49	O=C(Nc1nnc(SCC(=O)N2CCOCC2)s1)C1CC(=O)N(c2ccccc2)C1 (stereo unspecified)	1.1	1.7	3.5	4.0	-0.3	0.7	4.7	5.8	10.3
50	O=C(Oc1ccc2[nH]cc(CCN3C(=O)c4ccccc4C3=O)c2c1)c1ccco1	-4.9	14.1	7.7	2.1	13.0	3.4	-12.3	25.4	-5.3
51	COc1ccc(Cc2c(-c3ccc(C)cc3)nc3cc(C)c(Br)c(C)n23)c(C)c1	0.7	0.4	-18.1	1.8	1.2	-0.2	2.6	-20.9	-5.5
52	COC(=O)CC1C(=O)NCCN1C(=O)CSc1nnc(Nc2ccc(C)cc2)s1 (stereo unspecified)	-3.0	3.1	2.9	3.8	-0.2	-1.2	2.8	-18.1	-0.5
53	Cc1ccc(NC(=O)N2CCCC2C(=O)NCc2ccccc2Cl)cc1 (stereo unspecified)	-3.4	1.1	4.0	9.3	-0.2	-0.7	5.7	-1.8	-2.3
54	Cc1ccc(NC(=O)COC(=O)/C(=C/c2cccs2)c2cccs2)cc1S(=O)(=O)N(C)C	-6.1	0.8	3.3	12.6	2.8	-0.8	-10.0	17.7	-8.6
55	COc1ccccc1N1CCN(C(=O)CSc2nnc3c4ccccc4n(CC(=O)O)c3n2)CC1	-6.6	0.9	-1.8	0.2	0.8	-1.6	3.2	-1.7	1.7
56	O=C(COC(=O)Cc1ccc(F)cc1)NC(=O)c1ccccc1	-3.3	2.0	-8.4	0.0	0.7	0.8	8.5	-11.6	6.9
57	COc1ccc(C(=O)Nc2c(-c3ccccc3)nc3ccccn23)c(OC)c1	-4.7	3.7	10.0	24.4	12.8	-1.4	1.9	11.4	-11.1

Screening data from PubChem BioAssay.
